TexasRed fluor: Texas Red fluorescence interference in TRb-SRC2 counter-screen | TRb/SRC2 Texas Red total fluorescence interference | Potency, µM (series often up to 106 µM), without a hit: at the highest dose fluorescence change, negative = quenching | actives 0.29% (n = 280,000); active means well fitted curve in either direction with a large enough effect; inconclusive means small, poorly fitted or top-dose-only effect; further: on the % scale 0 is the no-effect control and ±100 the full control effect
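Human TRβ ligand-binding domain (0.6 uM) and Texas Red SRC2 peptide (20 nM) in Tris buffer with 1 uM T3 and 5% DMSO were incubated with pinned compound for 5 hr at ambient temperature. Total fluorescence was computed as S + 2P (555/632 nm).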
GoLoco inh red: blocks human Gai1 binding to RGS12 GoLoco peptide, red readout | P63096 | Gai1:RGS12 GoLoco peptide FP, rhodamine, 10 min | Potency, µM (series often up to 61.6 µM), without a hit: at the highest dose activity, negative = inhibition, hits mostly inhibitors | actives 0.44% (n = 230,000); active means well fitted inhibition curve with a large enough effect, not every such curve was filed as active; inactive means no such curve, though single readings can be large or run the other way; further: on the % scale 0 is the no-effect control and ±100 the full control effect; nearly all actives have a fitted effect of over 30% in size; many of its hits are not listed in these tables
SMN2 splice enh: increases expression of the SMN2 splice variant; Potency, µM (series often up to 46.1 µM), without a hit: at the highest dose activity change, positive = activation, usual class: activators; AID 1458; actives 2.8% (n = 210,000); HEK293 SMN2-luciferase splicing reporter, luminescence, 30-36 h; further: % of control where 0% means no effect; nearly all actives have a fitted effect of over 55% in size
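HEK293 cells carry an SMN2 […]–luciferase reporter in which exon 7 inclusion puts luciferase in frame. Cells were plated 10-12 h before compound addition, then incubated 30-36 h at 37C. ONE-Glo luminescence was read; sodium butyrate at 4.5 mM final served as control.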
ALDH1A1 block: blocks purified human ALDH1A1 activity. Potency, µM (series often up to 75.3 µM), for inactives: at the top dose activity, negative = inhibition, hits mostly inhibitors. Purified ALDH1A1, NADH fluorescence, propionaldehyde substrate. P00352. actives 7.3% (n = 220,000); active means well fitted inhibition curve with a large enough effect, not every such curve was filed as active; inconclusive means small, poorly fitted or top-dose-only effect, or another doubt; inactive means no such curve, though single readings can be large or run the other way;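 further: plate controls were no enzyme wells and a reference inhibitor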
Target sequence (P00352 whole entry, looked up): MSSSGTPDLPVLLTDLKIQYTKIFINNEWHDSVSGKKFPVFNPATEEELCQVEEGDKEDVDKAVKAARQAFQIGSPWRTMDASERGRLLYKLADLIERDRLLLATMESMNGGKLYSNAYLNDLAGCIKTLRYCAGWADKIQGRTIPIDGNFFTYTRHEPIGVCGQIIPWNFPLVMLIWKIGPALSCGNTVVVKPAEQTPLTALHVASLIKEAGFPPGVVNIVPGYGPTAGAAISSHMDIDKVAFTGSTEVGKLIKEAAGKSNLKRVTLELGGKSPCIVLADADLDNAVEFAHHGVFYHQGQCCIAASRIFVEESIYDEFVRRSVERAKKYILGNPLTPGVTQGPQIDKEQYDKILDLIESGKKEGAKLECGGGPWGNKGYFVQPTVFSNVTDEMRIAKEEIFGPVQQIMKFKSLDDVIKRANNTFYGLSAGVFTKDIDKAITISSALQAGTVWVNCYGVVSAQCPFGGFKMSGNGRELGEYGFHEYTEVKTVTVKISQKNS
JMJD2E inh: blocks human JMJD2E demethylase activity. B2RXH2. JMJD2E catalytic domain, FDH-coupled NADH fluorescence (FDH is formaldehyde dehydrogenase). Potency, µM (doses to about 57.1 µM), for the others: top-dose activity change, negative = inhibition, actives largely listed as inhibitors. actives 1.6% (n = 230,000). AID 2147; active means well fitted inhibition curve with a large enough effect, not every such curve was filed as active; inconclusive means small, poorly fitted or top-dose-only effect, or another doubt; inactive means no such curve, though single readings can be large or run the other way;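 further: 0% = wells with enzyme and -100% = buffer wells without enzyme; nearly all actives have a fitted effect of over 50% in size; many of its hits are not listed in these tables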
Target sequence (B2RXH2 1-337 limits assumed): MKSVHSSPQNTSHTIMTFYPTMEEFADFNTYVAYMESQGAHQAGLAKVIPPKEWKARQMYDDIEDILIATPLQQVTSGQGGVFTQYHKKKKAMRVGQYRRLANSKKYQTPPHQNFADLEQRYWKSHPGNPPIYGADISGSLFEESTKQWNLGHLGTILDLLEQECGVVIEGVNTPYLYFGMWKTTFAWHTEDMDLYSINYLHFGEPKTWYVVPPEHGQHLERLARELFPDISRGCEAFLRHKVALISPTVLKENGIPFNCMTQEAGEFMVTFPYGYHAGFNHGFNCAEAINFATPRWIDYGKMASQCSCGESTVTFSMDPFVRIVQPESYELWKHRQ
Lamin A splicing: LMNA splicing modulation; HeLa LMNA splicing GFP/RFP minigene ratio, 48 h; Potency, µM (titrated, usually from 46.1 µM), for the others: at the highest dose ratio change, negative = inhibition, hits mostly inhibitors; actives 0.01% (n = 200,000); AID 1487; active means well fitted inhibition curve with a large enough effect in the signal ratio, with a control signal flat, not every such curve was filed as active; inconclusive means small, poorly fitted or top-dose-only effect, or effect the other way, or a change in a side signal; the % refers to the signal ratio; further: on the % scale 0 is the no-effect control and ±100 the full control effect
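S3 HeLa stable clones carrying a lamin A-EGFP splicing minigene plus DsRed2 were seeded at 600 cells/well in Opti-MEM with 2% FBS, pin-dosed and incubated 48 h at 37°C. Acumen cytometry (488 nm) gave the GFP/RFP total-intensity ratio.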
RECQ1 helicase: inhibitors of human RECQ1 DNA helicase. Potency, µM (titrated, usually from 57.3 µM), for inactives: at the top dose activity, negative = inhibition, most hits filed as inhibitors. P46063. RECQ1 DNA unwinding, red fluorescence kinetic read. actives 0.54% (n = 240,000);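 further: plate controls were vehicle for no effect and no enzyme for full effect; nearly all actives have a fitted effect of over 30% in size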
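50 nM RECQ1T1 preincubated 15 min with compound in Tris pH 8.0 buffer with MgCl2, DTT, Tween-20 and 2.5 ug/ml poly(dI-dC); started with 200 nM TAMRA/BHQ-2 forked duplex and 2 mM ATP. Unwinding read as fluorescence (525/598 nm), two reads 2 h apart.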
TRb SRC2 PPI: TRbeta-SRC2 interaction inhibition; Potency, µM (highest dose often 106 µM), without a hit: at the highest dose activity change, negative = inhibition, actives largely listed as inhibitors; P10828; TRbeta-SRC2 peptide binding, fluorescence polarization; receptor liganded with 1 µM T3; actives 0.065% (n = 280,000); AID 1469;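 further: plate controls were bound peptide for no effect and peptide without receptor for full effect; nearly all actives have a fitted effect of over 50% in size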
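Each compound concentration gave % activity, normalized to unbound and bound Texas Red SRC2 controls, from polarization read after 5 hr ambient incubation with T3-loaded human TRb LBD.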
* marks the source's active call; other numbers are inactive results; i = inactive; ? = inconclusive; . = not tested or not shown; [ ] = dose if it differs, or a comment. Unless noted, the call rests on the fitted dose curve; in most records, active means well fitted curve in the direction sought with a large enough effect; inconclusive means small, poorly fitted or top-dose-only effect, or another doubt; inactive means no such curve, though single readings can be large; an effect the other way counts as inactive or inconclusive. Potency means the concentration at half of the fitted maximal effect.

1: Cc1cc(C)nc(Sc2ccc3nnc(C(F)(F)C(F)(F)C(F)(F)F)n3n2)n1
2: Cc1ccc(C2CC(=O)Oc3cc(C)c(Br)c(C)c32)cc1 (stereo not drawn)
3: CCN(CC)c1nc(N)nc(N(c2ccccc2)c2ccccc2)n1
4: Cc1ccc(N2CCN(C(=O)NC3CCCCC3)CC2C)cc1 (stereo not drawn)
5: Cc1cc(O)c(-c2cc(C(=O)NCCc3ccc(S(N)(=O)=O)cc3)[nH]n2)cc1C
6: CN(C)S(=O)(=O)c1ccc(N2CCCC2)c(C(=O)NCc2cccc(C(F)(F)F)c2)c1

compound no.,1,2,3,4,5,6
TexasRed fluor,-9%,0%,1%,-6%,-2%,-4%
GoLoco inh red,0%,4%[88.7 µM],-15%,5%,1%,-3%
SMN2 splice enh,-19%,.,0%,.,.,-17%
ALDH1A1 block,10%,13%,-5%,.,.,i
JMJD2E inh,1%,.,-8%,4%,3%,?
Lamin A splicing,-14%,.,5%,.,.,-8%
RECQ1 helicase,i,-8%[81.1 µM],-19%,-9%,-2%,0%
TRb SRC2 PPI,-24%,0%,2%,-4%,-3%,-9%

7: CC1CCc2c(nc3ncnn3c2NCCc2ccccc2F)C1 (stereo not drawn)
8: O=C(C1CCCCC1)N1CCN(c2nc(-c3ccc(F)cc3)cs2)CC1
9: Cc1ccc(S(=O)(=O)Nc2ccc(C(=O)Nc3cc(C)on3)cc2)cc1
10: Cc1cccc2cc3cccc(C)c3nc12
11: CCN=C1SC(CC(=O)NC(N)=O)C(=O)N1CC (stereo not drawn)
12: COc1ccc(CN2CCN(C(=O)c3ccc(-c4ccccc4)cc3)CC2)c(OC)c1OC

compound no.,7,8,9,10,11,12
TexasRed fluor,-3%,-5%,2%,-4%,0%,-4%
GoLoco inh red,8%,20%,9%,8%,-3%,5%
SMN2 splice enh,.,-38%[inhibitor],3%,.,31%,-24%
ALDH1A1 block,4%,?,0%,.,-1%,?
JMJD2E inh,?,1%,-18%,-26%,11%,-3%
Lamin A splicing,11%[46 µM],-7%[9.22 µM],-4%,.,2%,.
RECQ1 helicase,-13%,-7%,-4%,i,7%,i
TRb SRC2 PPI,-3%,1%,0%,-1%,0%,-3%

13: NC(=O)[C@@H]1CC2(CC(c3cccc(NC(=O)CC(c4ccccc4)c4ccccc4)c3)=NO2)CN1C(=O)[C@@H]1CCC(=O)N1 (stereo partly drawn)
14: CCN(CC)C(=S)Nc1ccc(OC(F)F)cc1
15: N#Cc1c(N2CCCCC2)nc(N2CCCCC2)c2c1CCN(Cc1ccccc1)C2
16: CC(=O)O[C@H](C(=O)O[C@@H]1C[C@@H](CCC[C@H]2O[C@H](C(=O)OC(C)C)CC[C@@H]2C)O[C@@H](CC#N)C1)c1ccccc1
17: CCN1C(=O)C(CC(=O)Nc2ccc(OC)cc2)N(CCCN2CCN(c3ccc(OC)cc3)CC2)C1=S (stereo not drawn)
18: CCCN(Cc1cc2cc(C)ccc2[nH]c1=O)C(=O)c1ccccn1

compound no.,13,14,15,16,17,18
TexasRed fluor,-1%,0%,1%,-2%,-3%,-6%
GoLoco inh red,3%,10%,13%,10%,-3%,0%
SMN2 splice enh,.,-5%,-6%,7%,-20%,.
ALDH1A1 block,.,-6%,?,-5%,?,.
JMJD2E inh,-3%,10%,?,10%,-18%,?
Lamin A splicing,.,16%[46 µM],-11%,.,.,.
RECQ1 helicase,-7%,i,i,-5%,-8%,1%
TRb SRC2 PPI,-1%,-3%,-12%,14%,6%,1%

Molecules listed so far with a cyano group (2):
15: N#Cc1c(N2CCCCC2)nc(N2CCCCC2)c2c1CCN(Cc1ccccc1)C2
16: CC(=O)O[C@H](C(=O)O[C@@H]1C[C@@H](CCC[C@H]2O[C@H](C(=O)OC(C)C)CC[C@@H]2C)O[C@@H](CC#N)C1)c1ccccc1

compound no.,15,16
TexasRed fluor,1%,-2%
GoLoco inh red,13%,10%
SMN2 splice enh,-6%,7%
ALDH1A1 block,?,-5%
JMJD2E inh,?,10%
Lamin A splicing,-11%,.
RECQ1 helicase,i,-5%
TRb SRC2 PPI,-12%,14%

(further entries)
19: CCC(=O)N[C@@H]1CCc2cccc(OC)c2C1
20: CC(C)N(C(=O)N1CCC(c2nc(-c3ccncc3)no2)CC1)C(C)C
21: CCCn1c(NC(=S)Nc2ccccc2)nc2ccccc21
22: O=c1c2ccccc2nnn1CSc1nnc(-c2cccc(S(=O)(=O)N3CCCCC3)c2)o1
23: CCOC(=O)c1[nH]cnc1C(=O)Nc1ccccc1OC
24: O=C(/C=C/c1ccncc1)c1cc(Cl)ccc1O

compound no.,19,20,21,22,23,24
TexasRed fluor,-1%,-3%,-17%,0%,-5%,-1%
GoLoco inh red,10%,4%,14%,8%,44%[activator],8%
SMN2 splice enh,.,-90%[inhibitor],6%,-40%[inhibitor],.,.
ALDH1A1 block,3%,-13%,?,?,-9%,?
JMJD2E inh,2%,-6%,-14%,-5%,3%,?
Lamin A splicing,.,?,?,-19%,.,-32%[46 µM]
RECQ1 helicase,i,-3%,-8%,-3%,17%,-7%
TRb SRC2 PPI,8%,-21%,-3%,-11%,-6%,-7%

25: Cn1nc(OCCOc2ccccc2)ccc1=O
26: CCOc1cc(OCC)cc(C(=O)NC(=S)Nc2cccc(C(F)(F)F)c2)c1
27: CCc1ccc(NC(=O)CC2NCCNC2=O)cc1 (stereo not drawn)
28: COc1ccc(CNC(=O)C2CCCN(c3nccc(C)n3)C2)cc1 (stereo not drawn)
29: NC1=NN=C(c2ccc3c(c2)OCCO3)CS1
30: CC1CC(C)(C)NC(=S)N1CC(=O)NCc1ccccc1Cl (stereo not drawn)

compound no.,25,26,27,28,29,30
TexasRed fluor,-2%,.,-2%,-1%,2%,0%
GoLoco inh red,4%,3%,-5%,7%,2%,5%
SMN2 splice enh,-9%,-18%,?,22%,2.5µM*,0%[1.84 µM]
ALDH1A1 block,-8%,3.5µM*,7%,?,6%,2%
JMJD2E inh,3%,-2%,-4%,2%,2%,4%
Lamin A splicing,13%,6%,6%,-3%,.,-16%
RECQ1 helicase,1%,-24%,-3%,-4%,-7%,-2%
TRb SRC2 PPI,0%,.,-9%,-24%,5%,1%

31: CC(=O)Nc1ccc(S(=O)(=O)Nc2nc3ccccc3nc2Nc2cccc(S(N)(=O)=O)c2)cc1
32: O=C(CN1CCN(c2ccccc2)CC1)Nc1scc2c1c(=O)oc1ccccc12
33: C=CCOc1ccc(/C=C2\N=C(C)OC2=O)cc1OC
34: CCOc1cc(/C=N/Nc2nc(=O)[nH]nc2C)ccc1O
35: CS(=O)(=O)Oc1ccc(Br)cc1/C=C1/N=C(c2ccco2)OC1=O
36: Cn1c(=O)c2c(nc(SCC(=O)NCc3ccc4c(c3)OCO4)n2Cc2ccc(F)cc2)n(C)c1=O

compound no.,31,32,33,34,35,36
TexasRed fluor,-6%,-2%,-2%,-3%,-1%,-1%
GoLoco inh red,3%,2%,218%[activator],2%,2%,9%
SMN2 splice enh,.,.,.,5%,-3%,4%
ALDH1A1 block,.,.,.,5%,2%,-8%
JMJD2E inh,?,0%,-8%,4%,1%,7%
Lamin A splicing,.,.,.,.,1%,-6%
RECQ1 helicase,-5%,-2%,-11%,8%,i,-13%
TRb SRC2 PPI,-5%,1%,4%,-4%,-13%,-17%

37: O=C(COc1ccc(Br)cc1Cl)c1ccc[nH]1
38: CCOc1cccc2c1OC1(C)CC2NC(=O)N1c1cccc(Cl)c1 (stereo not drawn)
39: O=C(N1CCOCC1)C12CC3CC(C1)CC(C(=O)N1CCOCC1)(C3)C2
40: Cc1cc2cc(C)c3nnc(SCC(=O)N4CCc5ccccc54)n3c2cc1C
41: COc1ccc(Cn2c(=O)[nH]c3cc(C(=O)NCCCN4CCCC4)ccc3c2=O)cc1
42: COc1ccc(-n2ncc3c(N4CCCc5ccccc54)ncnc32)cc1

compound no.,37,38,39,40,41,42
TexasRed fluor,1%,1%,-4%,-3%,-4%,0%
GoLoco inh red,4%,-5%,-2%,4%,8%,2%
SMN2 splice enh,?,13%,-10%,-5%,-6%,-16%
ALDH1A1 block,-12%,1%,-7%,-2%,?,?
JMJD2E inh,-9%,0%,2%,3%,1%,?
Lamin A splicing,.,2%,9%,0%,4%,-10%
RECQ1 helicase,i,-3%,3%,i,i,-2%
TRb SRC2 PPI,-1%,10%,2%,1%,-4%,1%

43: O=C(Nc1cccnc1)c1cc(-c2ccccc2)on1
44: CN(C)Cc1cc(C(C)(C)C)c(O)c(C(C)(C)C)c1
45: CSc1sc(C(=O)NNC(C)=O)c2c1C=CCC2
46: COc1ccc(-c2cc(N)n(S(=O)(=O)c3ccc(F)cc3)n2)cc1OC
47: Cc1ccc2c(CC(=O)OC(C)C(=O)Nc3ncc(Cl)cc3Cl)coc2c1 (stereo not drawn)
48: COC(=O)C1=C(C(=O)OC)[C@@H]2N(C)c3ccccc3[C@@]23C[C@@H](CO)N(C(=O)C2CCC2)C3=N1
49: CC(C)Cc1ccc(C(C)NC(=O)c2ccc(=O)[nH]c2)cc1 (stereo not drawn)

compound no.,43,44,45,46,47,48,49
TexasRed fluor,-4%,1%,-3%,0%,8%,-2%[11.2 µM],-1%
GoLoco inh red,-1%,4%,16%,4%,12%,8%[14.2 µM],-9%
SMN2 splice enh,0%,-7%,.,-72%[inhibitor],-2%,1%[9.22 µM],-42%[inhibitor]
ALDH1A1 block,4%,?,?,?,-12%,8%[13.5 µM],-9%
JMJD2E inh,-7%,9%,?,0%,-8%,2%[11.4 µM],-17%
Lamin A splicing,-13%,?,-13%[46 µM],?,-3%,4%[9.22 µM],.
RECQ1 helicase,-3%,i,-3%,-5%,-27%,-16%[11.5 µM],8%
TRb SRC2 PPI,-21%,-9%,-7%,-7%,2%,4%[11.2 µM],1%

Bioassay records from PubChem.

Only part of the results is shown, so the mix of outcomes need not match the whole.
